inhibitors of VEEV – inhibitors of VEEV TC-83 cytopathic effect, confirmation, Vero cells (AID 588727); Vero cells, VEEV TC-83 cytopathic effect inhibition; higher % means a stronger effect; inhibition, % at 20 µM; hits with a dose series show IC50 in µM; 350,000 tested, 0.13% active; in the data active means a potency from the dose series; inconclusive means inhibition mostly from about 14% at the one dose, without a potency; inactive means the rest, 99 in 100 with inhibition below about 12%; further: strong numbers were not always called active
M. tuberculosis – growth inhibition of non-replicating M. tuberculosis (AID 488890). inhibition, % at 25 µM; hits with a dose series show IC50 in µM. 320,000 tested, 0.39% active. Mycobacterium tuberculosis non-replicating, growth inhibition; higher % means a stronger effect; in the data active means a potency from the dose series; inconclusive means inhibition mostly from about 82% at the one dose, without a potency; inactive means the rest, 99 in 100 with inhibition below about 76%;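 further: plate controls were DMSO cells for no effect and high antibiotic wells for full effect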
PhoP GFP inhibition – PhoP regulon inhibitors, Salmonella typhi PhoP promoter GFP reporter, confirmatory (AID 1850); Salmonella Typhi PhoP-promoter GFP reporter, fluorescence, 4 h; higher % means a stronger effect; inhibition, % at 50 µM; hits with a dose series show IC50 in µM; 310,000 tested, 0.33% active; in the data active means a potency from the dose series; inconclusive means inhibition mostly from about 25% at the one dose, without a potency; inactive means the rest, 99 in 100 with inhibition below about 19%;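 further: 0% = induced wells with vehicle and 100% = uninduced wells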
H1N1 NS1A inhibition – NS1A inhibition, H1N1 influenza, cell based functional assay (AID 504329); NS1A functional cell-based assay, percent inhibition; higher % means a stronger effect; one-dose inhibition, % at 12.5 µM; IC50 in µM for titrated hits; 340,000 tested, 0.3% active; in the data active means a potency from the dose series; inconclusive means inhibition above about 27% without an active follow-up result; further: strong numbers were not always called active
H37Rv inhibition – M. tuberculosis growth inhibition, HTS (AID 449762); M. tuberculosis H37Rv growth inhibition, 7H9 media; higher % means a stronger effect; one-dose inhibition, % at 25 µM; IC50 in µM for titrated hits; 330,000 tested, 0.59% active; in the data active means a potency from the dose series; inconclusive means inhibition above about 70% without an active follow-up result;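 further: bacterial growth assessed after seven days of incubation; strong numbers were not always called active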
inhibitors of VEEV 10K pilot screen – further read-out of inhibitors of VEEV, marked with its call; inhibition, %; measured here: 10K pilot screen inhibition
Starred values were filed as active, the others as inactive; i = inactive; u = inconclusive; x = not tested or not shown; & = joins results of further samples.

SMILES	inhibitors of VEEV	M. tuberculosis	PhoP GFP inhibition	H1N1 NS1A inhibition	H37Rv inhibition	others
CCOC(=O)CSc1nnc(-c2ccc(OC)cc2OC)o1	1.2%	u	-5%	10%	u
Cc1nc(C#N)c(N/N=C/c2c(F)cccc2Cl)o1	0.8%	x	-8%	-7%	4%
C[C@H](CO)N1C[C@H](C)[C@@H](CN(C)Cc2ccncc2)Oc2c(NC(=O)CCCCCC(=O)Nc3ccccc3N)cccc2C1=O	0.3%	29%	x	-1%	6%
COCCNC(=O)Cn1cc(/C=N/NC(=O)c2ccc(Oc3ccc(O)cc3)cc2)c2ccccc21	7.3%	-10%	10%	-5%	-6%
CCCc1ncc(C(=O)c2ccc(OC)cc2)n1C	i	4%	-4%	10%	2%
O=C(NC(=S)NC1CCSC1=O)c1cccs1 (centres undefined)	1.4%	30%	4%	-3%	-10%
COC(=O)c1sc(-c2ccccc2)cc1NC(=O)c1cc(OC)cc(OC)c1	0.1%	6%	-2%	-4%	6%
COc1ccc(OCC(=O)Nc2cc3c(cc2C(=O)O)OCCCO3)cc1	0.6%	26%	-4%	21%	28%
CCCc1nnc(NC(=O)CC(=O)Nc2ccccc2C(=O)O)s1	0.8%	3%	-17%	5%	3%
COc1cc(CNCCc2c[nH]c3ccccc23)cc(Cl)c1OCC(N)=O	0.8%	10%	1%	13%	-2%
c1ccc(CN2CCN(c3nc4ccccc4s3)CC2)cc1	0.2%	-6%	2%	-2%	14%
Nc1ccc(-c2nc3ccccc3s2)cn1	2.5%	9%	8%	-7%	5%
COc1cccc(S(=O)(=O)NCc2ccc(C(=O)Nc3cccc(Cl)c3)cc2)c1	5.5%	37%	-4%	2%	5%
O=C(Nc1ccc(Cl)cc1Cl)N1CCN(c2ncccn2)CC1	1.6%	5%	4%	-11%	0%
COc1ccc2c(c1)CCc1c(C(=O)NC3CCCCC3)noc1-2	2.1%	x	-4%	-2%	x
O=C1Nc2cc(C(=O)N3CCC(N4CCCCC4)CC3)ccc2S/C1=C\c1ccccc1	0.4%	75%	2%	16%	66%
COc1ccc(-c2ccc(C(C)=O)cc2)cc1[C@H]1[C@H]2C=CC[C@@H](C)[C@@H]2C(=O)N1Cc1ccccc1	i	40%	3%	-2%	10%
COc1cccc(NC(=O)c2ncc(Cl)c(Cl)c2Cl)c1	29%	13%	-5%	0%	u
O=C(NCCN1C(=O)S/C(=C\c2ccccc2F)C1=O)C1CCCN1C(=O)c1cccs1 (centres undefined)	6.7%	-1%	-5%	-3%	-3%
CC(Sc1n[nH]c(N)n1)C(=O)NC1CCCCC1C (centres undefined)	4.5%	-16%	-11%	15%	-10%

Structural class, those above containing a Cl atom
SMILES	inhibitors of VEEV	M. tuberculosis	PhoP GFP inhibition	H1N1 NS1A inhibition	H37Rv inhibition	others
Cc1nc(C#N)c(N/N=C/c2c(F)cccc2Cl)o1	0.8%	x	-8%	-7%	4%
COc1cc(CNCCc2c[nH]c3ccccc23)cc(Cl)c1OCC(N)=O	0.8%	10%	1%	13%	-2%
COc1cccc(S(=O)(=O)NCc2ccc(C(=O)Nc3cccc(Cl)c3)cc2)c1	5.5%	37%	-4%	2%	5%
O=C(Nc1ccc(Cl)cc1Cl)N1CCN(c2ncccn2)CC1	1.6%	5%	4%	-11%	0%
COc1cccc(NC(=O)c2ncc(Cl)c(Cl)c2Cl)c1	29%	13%	-5%	0%	u

Additional compounds:
SMILES	inhibitors of VEEV	M. tuberculosis	PhoP GFP inhibition	H1N1 NS1A inhibition	H37Rv inhibition	others
O=C(CSc1nnc(CNC(=O)c2cccs2)o1)Nc1ccccc1F	i	5%	5%	-4%	6%
COc1ccc(Cn2c(C(C)C)nc3sc4ccccc4c(=O)c3c2=O)cc1	1.5%	-2%	8%	1%	60%
COc1ccccc1NC(=O)/C(C#N)=C/c1ccc(OCCN2CCOCC2)c(OC)c1	8.3%	-6%	-5%	-8%	1%
CCOC(=O)/C(C#N)=C/C=C1/C=CC=CN1C	2.4%	-9%	6%	-15%	5%
CC1(C)CC2CC(C)(CN2S(=O)(=O)c2ccc(C(=O)Nc3ccc(S(=O)(=O)N4CCOCC4)cc3)cc2)C1 (centres undefined)	i	12%	-7%	5%	3%
Cn1c(SCC(=O)NC(=O)Cc2ccccc2)nnc1-c1ccc(F)cc1	3.9%	0%	x	1%	-4%
CC1(C)N=C(N)N=C(N)N1c1ccc(OCCCOc2ccccc2)c(Cl)c1	0.3%	80%	x	-18%	43%
COc1ccc(/C=C(\C#N)C(=O)Nc2cc(C)c(Cl)cc2OC)cc1O	0.3%	3%	1%	11%	-3%
Cc1ccc(C)c(N(C(=O)c2ccco2)C(C(=O)NC2CCCC2)c2ccco2)c1 (centres undefined)	4.7%	16%	-6%	-2%	-4%
Cc1ccc(C)c(S(=O)(=O)N/N=C/c2ccc(F)cc2)c1	1.1%	-6%	-12%	3%	-5%
COCc1c(C(=O)N/N=C/c2c[nH]c3ccccc23)nnn1-c1nonc1N	3.5%	-8%	2%	6%	-8%
C(#Cc1c(-c2ccsc2)sc2ccccc12)c1ccsc1	3.4%	21%	x	3%	6%
CCc1cccc(CC)c1-n1c(SCn2nnc3ccccc3c2=O)nnc1-c1cccnc1	7.1%	39%	14%	3%	2%
COc1ccccc1CN1CCNC(=O)C1CC(=O)N(C)Cc1ccon1 (centres undefined)	0.6%	6%	-4%	0%	7%
Cc1[nH]nc(N=CC2=C(O)CC(c3ccco3)CC2=O)c1-c1ccccc1 (centres undefined)	2.7%	22%	4%	2%&-16%	11%
COC(=O)c1ccc(C23CC4(C2)[C@H](CN(C)[C@@H]4c2ccccc2)C3c2ccccc2)cc1 (some centres undefined)	1.3%	-17%	7%	11%	69%
O=C(c1ccccc1Cl)N(Cc1ccc(Br)cc1)N1C(=O)CCC1=O	1.7%	-5%	-15%	-9%	2%
COc1ccc(Cl)cc1C(=O)Nc1ccc(NC(=O)c2ccco2)cc1	2.4%	0%	-7%	-13%	-1%
COc1cccc(CN2CC(C(=O)NCCCn3ccnc3C)CCC2=O)c1 (centres undefined)	0.7%	-9%	-13%	-9%	-4%
CN(C)S(=O)(=O)c1ccc(N2CCCC2)c(C(=O)NNC(=O)COc2ccccc2Cl)c1	13%	-2%	3%	-8%	-4%

The closing 3 records of the part before lead into the next:
SMILES	inhibitors of VEEV	M. tuberculosis	PhoP GFP inhibition	H1N1 NS1A inhibition	H37Rv inhibition	others
COc1ccc(Cl)cc1C(=O)Nc1ccc(NC(=O)c2ccco2)cc1	2.4%	0%	-7%	-13%	-1%
COc1cccc(CN2CC(C(=O)NCCCn3ccnc3C)CCC2=O)c1 (centres undefined)	0.7%	-9%	-13%	-9%	-4%
CN(C)S(=O)(=O)c1ccc(N2CCCC2)c(C(=O)NNC(=O)COc2ccccc2Cl)c1	13%	-2%	3%	-8%	-4%
CSCCC(NC(=O)c1ccccc1)C(=O)Nc1ccc(NC(C)=O)cc1 (centres undefined)	x	6%	9%	x	-2%
Cc1ccc2ccc(S(=O)(=O)NCc3ccco3)cc2c1	1.7%	26%	1%	11%	-3%
O=C(NCc1ccccn1)c1ccc(=O)oc1	2.4%	-8%	7%	-15%	-6%
O=C(c1cccc(S(=O)(=O)N2CCc3ccccc3C2)c1)N1CCN(c2ccc(O)cc2)CC1	10%	28%	-3%	4%	-10%
COC(=O)c1c(N2C(=O)CC(Sc3ccccc3C(=O)O)C2=O)sc(C)c1C (centres undefined)	0.4%	13%	-1%	-4%	0%
COc1cccc(-n2nc(C(=O)N3CCC4(CC3)OCCO4)c3ccccc3c2=O)c1	10.0%	6%	16%	4%	3%
Cn1c(NNC(=O)c2cccc3ccccc23)cc(=O)n(C)c1=O	1.3%	-2%	-3%	5%	-3%
NC(=O)C(c1ccccc1)c1ccc(C(=O)c2ccccc2)cc1 (centres undefined)	0.1%	-11%	7%	-6%	4%
COc1ccc(COC(=O)C2CCN(S(=O)(=O)c3ccc(F)cc3)CC2)cc1	i	11%	-3%	11%	1%
Cc1cccc(NC(=O)CN2C(=O)N/C(=C/c3cc(C)n(-c4cccnc4)c3C)C2=O)c1	1.1%	3%	8%	-3%	2%
NC(=O)CC(NC(=O)Cc1cccc2ccccc12)c1ccc(NCc2ccccc2)c([N+](=O)[O-])c1 (centres undefined)	1.2%	-10%	-8%	-7%	-5%
CCN1CCN(C(=O)c2ccc3c(=O)n(C4CCCC4)c(=S)[nH]c3c2)CC1	1.2%	12%	11%	-6%	4%
COc1ccc(OC)c(C2C=C(c3ccc(C)c(C)c3)Nc3nnnn32)c1 (centres undefined)	0.8%	0%	-6%	5%	5%
Nc1cc(N2CCNCC2)ccc1[N+](=O)[O-]	0.4%	6%	1%	0%	-9%
O=C(NC1(C(F)(F)F)NC(=O)N(Cc2cccnc2)C1=O)c1ccccc1Cl (centres undefined)	2.6%	-9%	-5%	-6%	-2%	inhibitors of VEEV 10K pilot screen=1.5
CC(C)(CNC(=O)C1CCN(S(=O)(=O)c2cc([N+](=O)[O-])ccc2Cl)CC1)N1CCOCC1	1.2%	x	x	7%	x
O=C(COc1ccc(-c2nnco2)cc1)NC1CCS(=O)(=O)C1 (centres undefined)	2.1%	10%	x	-7%	11%
CCc1ccc(NC(=O)c2ccc(Cn3cc([N+](=O)[O-])cn3)cc2)cc1	3.4%	10%	-7%	3%	32%
CCCCNC(=O)Nc1cnn(CC)c1C(N)=O	0.3%	-13%	11%	-1%	0%
C/C(=N\NC(=O)c1nnn(-c2nonc2N)c1CN1CCc2ccccc21)c1ccccc1O	14%	9%	-15%	-1%	5%
Cc1cnc(C(=O)OCC(=O)Nc2ccc(Cl)cc2)cn1	0.8%	8%	-3%	3%	0%
COC(=O)N/N=C\c1cc(Br)ccc1OCc1ccccc1	0.7%	-14%	5%	2%	5%	inhibitors of VEEV 10K pilot screen=4.6
Cn1ncc(Br)c1C(=O)NC(=S)N1CCN(c2ccccn2)CC1	0.8%	8%	-8%	-5%	8%
CC1=C(C(=O)OC2CCCCC2)C(c2ccco2)n2ncnc2N1 (centres undefined)	6.2%	7%	-9%	-3%	-15%
Cc1cc(OCc2nc(-c3ccncc3)no2)cc(C)c1Cl	0.6%	0%	-6%	0%	7%
O=C(CN1C(=O)c2ccccc2C1=O)NCc1ccc(F)cc1	0.1%	-1%	3%	-5%	3%
CN(C)c1nc(Oc2ccc(/C=N/O)cc2)nc(N(C)C)n1	6.0%	62%	-4%	-6%	2%
CC1CC2=C(NC(=S)NC2c2ccccc2F)/C(=C/c2ccccc2F)C1 (centres undefined)	0.1%	22%	-10%	10%	2%
